Compound activity (PubChem)
HKDC1 inhibitor = inhibitors of human hexokinase HKDC1. Q2TB90. recombinant HKDC1, G6PDH/diaphorase resazurin coupled fluorescence. inhibition, % at 20 µM. 340,000 compounds, 0.16% hits. AID 493160;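 active means inhibition above about 35% when tested at 20 µM, limit read from the data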;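 further: plate controls were DMSO wells with enzyme for no effect and DMSO wells lacking enzyme for full effect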
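Test system: Recombinant HKDC1 (HK5) hexokinase enzyme, produced in-house | Input: HKDC1 at 5 µg/mL | Buffer or medium: Tris pH 8.0 buffer with MgCl2, Tween-20, BSA, BME | Schedule: 90 min reaction incubation at room temperature, dark | Technique: Resazurin-to-resorufin fluorescence via G6PDH and diaphorase coupling, 525/613 nm | Controls: DMSO wells with and without enzyme mix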
Gli-Sufu antag = antagonists of Gli-Sufu signaling. Sufu-KO-LIGHT fibroblasts, Gli luciferase reporter luminescence. inhibition, % at 5 µM. 340,000 compounds, 0.74% hits;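 active means inhibition above about 55%, limit read from the data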;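 further: 0% = DMSO-treated cells and 100% = wells with medium but no cells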
SENP8 inh = inhibitors of human SENP8 protease | Q96LD8 | purified SENP8, Z-RLRGG-aminoluciferin cleavage, luminescence | inhibition, % at 10 µM | 330,000 compounds, 1.2% hits
Target sequence (Q96LD8 whole entry, looked up): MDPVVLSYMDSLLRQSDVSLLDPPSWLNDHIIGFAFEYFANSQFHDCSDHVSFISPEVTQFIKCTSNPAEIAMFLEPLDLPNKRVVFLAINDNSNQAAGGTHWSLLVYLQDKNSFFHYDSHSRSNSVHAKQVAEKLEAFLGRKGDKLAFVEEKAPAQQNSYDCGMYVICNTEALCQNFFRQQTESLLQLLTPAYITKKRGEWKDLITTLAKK
697 NFkB inh = lowers PMA/ionomycin-induced NF-kB signal in 697 B cells | 697 B-cell NF-kB luciferase reporter, 16 h | inhibition, % at 4 µM | 330,000 compounds, 0.33% hits | AID 435022; in the data active means inhibition above about 35%
Apaf1 inhib = blocks human Apaf-1 apoptosome activity. reconstituted apoptosome caspase-3 activity, DEVD-Rh110 fluorescence. inhibition, % at 20 µM. 330,000 compounds, 0.71% hits; active means inhibition of at least 40% at 20 µM;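 further: plate controls were DMSO wells for no effect and DEVD-CHO caspase inhibitor wells for full effect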
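Material: reconstituted apoptosome with Apaf-1, cytochrome c, caspase-9, procaspase-3, dATP. Technique: Rh110 fluorescence intensity. Buffer or medium: pH 7.5 Hepes buffer with CHAPS, BSA, DTT. Times: 30 min plus 50 min, RT.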
UBC13 inh = blocks human UBC13 polyubiquitin chain formation | P61088 | TR-FRET | inhibition, % at 20 µM | 330,000 compounds, 0.47% hits | AID 485273; in the data active means inhibition above about 45%, passing the limit was not always enough
Target sequence (P61088 whole entry, looked up): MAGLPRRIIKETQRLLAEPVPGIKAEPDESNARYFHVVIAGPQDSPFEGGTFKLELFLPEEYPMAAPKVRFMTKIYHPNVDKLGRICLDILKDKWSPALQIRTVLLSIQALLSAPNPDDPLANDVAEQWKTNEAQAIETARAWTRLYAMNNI
SENP7 block = SENP7 protease inhibition; Q9BQF6; recombinant SENP7, Z-RLRGG-aminoluciferin luminescence, 40 min; inhibition, % at 5 µM; 330,000 compounds, 1.5% hits; AID 434973;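 active means inhibition above about 50% at the single test dose, limit read from the data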;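 further: plate controls were DMSO with enzyme for no effect and no enzyme buffer wells for full effect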
Target sequence (Q9BQF6 706-1050 limits assumed): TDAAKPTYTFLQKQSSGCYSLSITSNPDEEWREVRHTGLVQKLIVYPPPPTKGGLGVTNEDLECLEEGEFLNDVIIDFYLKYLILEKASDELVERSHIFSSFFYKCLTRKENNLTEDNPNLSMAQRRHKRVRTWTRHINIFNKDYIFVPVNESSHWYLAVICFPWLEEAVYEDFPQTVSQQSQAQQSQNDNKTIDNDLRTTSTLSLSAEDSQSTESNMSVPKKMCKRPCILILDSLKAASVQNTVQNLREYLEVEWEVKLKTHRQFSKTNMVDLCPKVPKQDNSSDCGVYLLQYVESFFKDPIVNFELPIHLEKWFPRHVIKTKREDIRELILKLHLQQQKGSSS
Jurkat NFkB inh = inhibitors of the PMA/ionomycin-induced NF-kB reporter in Jurkat cells | PMA/ionomycin-induced NF-kB luciferase reporter, luminescence | inhibition, % at 4 µM | 330,000 compounds, 0.53% hits | AID 435003
Active calls of the source: *; / = no result given. Unless noted, no stated cut-off is given here; in the data, active means inhibition above about 50%; inactive means the rest.

SMILES	HKDC1 inhibitor	Gli-Sufu antag	SENP8 inh	697 NFkB inh	Apaf1 inhib	UBC13 inh	SENP7 block	Jurkat NFkB inh
O=c1c2ccccc2nc2n1C(CSc1ccc(Cl)cc1)CN2 (stereo not given)	-14	5	8	-11	-4	7	1	-2
CN(C(=O)COC(=O)/C=C/c1ccc2c(c1)OCO2)c1c(N)n(Cc2ccccc2)c(=O)[nH]c1=O	0	35	-4	4	8	-6	-7	2
C=CC[n+]1c(/C=C/c2ccc(OC(C)=O)c(OC)c2)ccc2ccccc21	-1	3	-8	-62	11	-40	-7	-53
CC(C(=O)Nc1cccc(S(=O)(=O)N2CCOCC2)c1)N1CCN(c2ccc(F)cc2)CC1 (stereo not given)	11	18	6	-5	-3	5	-4	-5
CCCCCCC(C)OC(=O)c1ccccc1C(=O)O (stereo not given)	-2	9	1	-2	5	-2	0	-13
C[N+]1(C2CCC3CCCC2C3O)CCCCC1 (stereo not given)	14	0	6	-9	0	-10	-17	-8
CC(C)NC(=O)c1cccc2c1-c1ccccc1C2=O	-1	3	-2	-3	0	2	-3	-1
Cc1ccc(CNC(=O)CCCCn2c(=O)[nH]c3ccsc3c2=O)cc1	-2	-5	-2	11	-4	12	2	6
CCc1nnc(NC(=O)c2oc3cc(C)c(C)cc3c2C)s1	-9	-38	-4	4	8	3	9	-19
N#Cc1c(-c2ccc(F)cc2)cc(-c2ccccc2)nc1SCC(=O)NCC(=O)O	21	3	-1	1	6	-2	8	9
COc1cc(OC)cc(C(=O)NC(c2ccccc2)c2ccccc2)c1	-4	-1	-1	1	-5	9	0	2
CC(Oc1ccc(Cl)cc1Cl)C(=O)/C=C/N(C)C (stereo not given)	-7	3	2	0	3	-3	11	-9
CC1=NNC(=O)C1C(c1ccccc1)C1C(=O)NN=C1C (stereo not given)	/	/	2	19	-6	-25	-2	11
Cc1cccc(N2CCN(S(=O)(=O)c3c(C)noc3/C=C/N(C)C)CC2)c1C	0	9	-12	-38	25	-17	14	-7
COc1cc(OC)nc(S(C)(=O)=O)n1	9	0	-4	24	-2	7	-8	10
CC(OC(=O)C1CCCC1)C(=O)Nc1ccc(C(N)=O)cc1 (stereo not given)	-5	-16	-4	20	-2	2	-6	5
CN(NC(=O)CN1C(=O)c2ccccc2C1=O)C1=NS(=O)(=O)c2ccccc21	-10	-1	0	5	-6	-3	-8	-11
CCOC(=O)N1CCC(n2c(SCC(=O)c3ccccc3)nc3ccsc3c2=O)CC1	-6	15	-4	2	-6	-3	-8	12
CSc1ccc(S(=O)(=O)N2CC(=O)Nc3ccccc32)cc1	-5	-10	-1	17	1	6	-6	1
Cc1cc(N2C(=O)C(O)=C(C(=O)c3cc4ccccc4o3)C2c2ccc([N+](=O)[O-])cc2)no1 (stereo not given)	6	2	3	13	0	-1	4	4

Three of the compounds above, as a markdown table:
| compound | HKDC1 inhibitor | Gli-Sufu antag | SENP8 inh | 697 NFkB inh | Apaf1 inhib | UBC13 inh | SENP7 block | Jurkat NFkB inh |
| --- | --- | --- | --- | --- | --- | --- | --- | --- |
| COc1cc(OC)nc(S(C)(=O)=O)n1 | 9 | 0 | -4 | 24 | -2 | 7 | -8 | 10 |
| C[N+]1(C2CCC3CCCC2C3O)CCCCC1 (stereo not given) | 14 | 0 | 6 | -9 | 0 | -10 | -17 | -8 |
| Cc1cc(N2C(=O)C(O)=C(C(=O)c3cc4ccccc4o3)C2c2ccc([N+](=O)[O-])cc2)no1 (stereo not given) | 6 | 2 | 3 | 13 | 0 | -1 | 4 | 4 |

Profiles, looked up by structure. Order of values: HKDC1 inhibitor, Gli-Sufu antag, SENP8 inh, 697 NFkB inh, Apaf1 inhib, UBC13 inh, SENP7 block, Jurkat NFkB inh
Shown for Cc1cc(N2C(=O)C(O)=C(C(=O)c3cc4ccccc4o3)C2c2ccc([N+](=O)[O-])cc2)no1 (stereo not given) = 6, 2, 3, 13, 0, -1, 4, 4
Shown for CN(NC(=O)CN1C(=O)c2ccccc2C1=O)C1=NS(=O)(=O)c2ccccc21 = -10, -1, 0, 5, -6, -3, -8, -11
Shown for CC1=NNC(=O)C1C(c1ccccc1)C1C(=O)NN=C1C (stereo not given) = /, /, 2, 19, -6, -25, -2, 11

Additional structures.
SMILES	HKDC1 inhibitor	Gli-Sufu antag	SENP8 inh	697 NFkB inh	Apaf1 inhib	UBC13 inh	SENP7 block	Jurkat NFkB inh
C/C=C(/C)C(=O)Nc1cccc(C2=NOC3(C2)C[C@@H](C(N)=O)N(C(=O)CCCCC)C3)c1 (stereo not given in full)	1	0	6	-25	14	-8	6	-8
O=C(N/N=C/C=C\c1ccco1)c1cccs1	-1	-31	-9	-6	-2	-15	-5	-5
COc1ccccc1N1CCN(S(=O)(=O)c2cn(C)c(=O)n(C)c2=O)CC1	-5	12	-5	-16	-2	-6	12	-6
Cc1ccc(C(=O)CSc2nnc(-c3ccccc3N)n2C)cc1	-5	-13	-3	4	13	-11	0	0
COC(/C=C/Nc1ccc(C)cc1)=C(C#N)C#N	5	0	7	13	-9	-1	3	12
CCOC(=O)c1cc(-c2ccccc2C)nn1CC1CC(c2ccc(OC)cc2)=NO1 (stereo not given)	4	-10	-1	-10	12	1	6	5
O=C(c1cccc(S(=O)(=O)Nc2ccccc2Cl)c1)N1CCC1	-5	1	-13	-16	-10	-6	6	-16
O=S1CCCSC1c1cccnc1 (stereo not given)	-13	2	-2	12	-6	1	1	3
Cc1ccc(C(C(=O)NCc2ccccc2)N(C(=O)c2csnn2)c2cccc3ccccc23)o1 (stereo not given)	19	5	3	4	31	-14	3	-2
Cc1ccc2c(c1C)NC(=O)C2(O)CC(=O)c1ccc2c(c1)OCO2 (stereo not given)	-11	-2	-8	3	-12	15	-1	8
COCCNC(=O)C(c1ccc(O)cc1)N(Cc1cccs1)C(=O)CCC(=O)Nc1ccccn1 (stereo not given)	-3	-14	-4	10	5	5	12	-12
COc1cccc(N2CCN(CC(=O)N3CCN(S(=O)(=O)c4ccc(Cl)cc4)CC3)CC2)c1	-2	11	-4	9	15	4	5	15
CC(C(=O)Nc1cccc(S(=O)(=O)N2CCOCC2)c1)N1CCN(C/C=C/c2ccccc2)CC1 (stereo not given)	-4	13	-7	4	0	-2	-2	-5
COC(=O)[C@@H](CC(C)C)N(Cc1ccccc1)S(=O)(=O)N(Cc1ccccc1)[C@@H](CC(C)C)C(=O)OC	-1	18	-4	3	28	-17	-2	-21
CC(NC(=S)N1CCN(c2ccccc2)CC1)c1ccccc1 (stereo not given)	0	-7	4	-17	2	3	6	19
CC(NC(=O)C(=O)NCc1cccs1)c1ccccc1 (stereo not given)	-3	1	5	-8	-4	0	1	5
COc1ccccc1NC(=O)C1=C(C)Nc2nc3ccccc3n2C1c1cccs1 (stereo not given)	-6	7	-5	-69	14	3	-5	58*
CCn1c(=N)n(CC(=O)c2ccco2)c2ccccc21	0	3	-15	-15	0	-3	-10	-10
C(=C\N1CCCCCC1)/c1nnnn1-c1ccc(-c2ccccc2)cc1	0	-4	26	-1	1	6	15	-5
Cc1nonc1OCCNCCNc1ccccc1[N+](=O)[O-]	-7	-2	-4	-12	2	-42	3	1
Cc1ccc(NC(=O)CCCCCN2C(=O)c3ccccc3C2=O)nc1	5	-14	-7	7	0	12	0	4
O=C(O)COc1ccc2c(c1)O/C(=C\c1ccco1)C2=O	-1	2	2	-7	0	-2	-6	-3
NS(=O)(=O)c1ccc(CCNC(=O)COC(=O)c2nc(Cl)ccc2Cl)cc1	0	-9	4	9	-14	-5	4	6
CC(=O)Nc1ccc(S(=O)(=O)Nc2ccccc2C(=O)NCc2cccnc2)cc1	-1	4	4	7	0	5	5	12
CCC(=O)c1cn(CCOc2ccccc2OC)c2ccccc12	-3	41	-17	-29	6	11	7	-11
CCn1c(SC(C)C(=O)NCC2CCCO2)nc2scc(-c3ccccc3)c2c1=O (stereo not given)	3	3	3	7	13	0	0	1
CSc1ncccc1C(=O)N1CCCC(CCC(=O)NCc2ccc(F)c(F)c2)C1 (stereo not given)	12	3	-9	-7	0	-30	1	5
Cc1ccc(S(=O)(=O)N2CCC(=O)N(CCOCc3cccc(C)c3)CC2)cc1	-4	-9	-13	1	8	-4	10	-2
Cc1ccc(NC(=O)CSc2nnc(-c3ccoc3C)n2CCCN(C)C)cc1Cl	-4	-17	-9	-4	14	-6	-12	6
Cn1c(C(N)=O)cnc1Sc1ncc(C(F)(F)F)cc1Cl	-6	-3	-5	-6	8	4	-6	-10
Cc1ccccc1N(C(=O)Cn1nnc2ccccc21)C(C(=O)NCc1ccco1)c1ccncc1 (stereo not given)	-1	12	2	11	0	-4	1	3
O=C(O)CC(CC(=O)O)(C(=O)O)c1ccccc1	-2	0	-3	-25	-5	-12	-5	2
COc1ccc(-c2cccc(NS(=O)(=O)c3cc([N+](=O)[O-])ccc3C)c2)nn1	7	5	-17	-17	9	-7	-9	9
CC(=O)c1cc(F)c(N2CCN(C(=O)COc3ccccc3F)CC2)cc1C	0	-21	-1	-10	3	4	2	14
C/C(=N\NC(=O)C1CCCC1)c1ccc(Cl)c(Cl)c1	-5	-22	-1	-19	0	8	3	-26
Cc1cccc(NC(=O)CSc2ncnc3sc(C)c(C)c23)n1	1	0	-3	-36	20	-8	10	27
CCN(CC)C(=O)CN(C)S(=O)(=O)c1cccc2nsnc12	-3	6	-3	-2	5	-10	-12	-4
COc1ccc(CN2CC34C=CC(O3)C(C(=O)O)C4C2=O)cc1 (stereo not given)	-4	3	-11	9	1	-5	-12	4
CCOC(=O)C1C(C(=O)OC)=C(c2ccc(F)cc2)c2ccccc2N1S(=O)(=O)C(F)(F)F (stereo not given)	7	-12	/	8	13	/	10	/
Cc1cccc(CN2CCC(CNC(=O)CCNC(=O)Cn3ccc4ccccc4c3=O)CC2)c1	0	3	-4	-9	-1	10	9	-14
CC(C)c1nnc(NC(=O)Cn2nc(-c3ccc4c(c3)OCCO4)ccc2=O)s1	-9	3	-7	15	7	12	-7	-9
O=C(COCc1cc(-c2ccc3c(c2)OCO3)on1)N1CCN(c2cccc(Cl)c2)CC1	-1	-8	-8	-39	22	-2	-4	4
COc1ccc(F)cc1S(=O)(=O)n1cnc2ccccc21	-5	-7	10	14	-5	2	-5	1
CN(Cc1ccccc1)S(=O)(=O)c1cccs1	-5	-2	11	7	-12	7	3	3
Cc1cc(NC(=O)c2ccc(-c3ccc(F)c(Cl)c3)o2)no1	-1	-10	3	-3	-4	11	1	-12
Cc1cc(C)n2ncnc2n1	-3	4	5	10	-8	6	-1	3
CC(c1ccccc1F)n1cc(C(=O)NCc2ccncc2)nn1 (stereo not given)	0	-1	-5	-7	-6	5	5	0
COc1cccc(NC(=O)CN(C)C(=O)CSc2nc(C)cc(C)n2)c1	0	-2	1	-11	-1	-5	5	24
O=C(COC(=O)c1ccc(Cl)nc1)NC(=O)c1ccc(OC(F)F)cc1	-4	0	3	22	-2	-7	-6	12
CC(Sc1nnc(COc2ccccc2)n1Cc1ccccc1)C(=O)O (stereo not given)	-8	0	-11	-5	6	-2	-10	7
O=C1CSC(c2ccccc2O)N1Cc1ccccc1 (stereo not given)	4	-4	-2	6	5	6	-3	-12
Cn1c(=O)c2c(nc(Sc3n[nH]c(N)n3)n2Cc2ccccc2Cl)n(C)c1=O	5	8	-14	19	4	-19	-12	2
COc1ccc(-c2[nH]ncc2CN2CCN(C(=O)c3ccco3)CC2)cc1F	-5	-9	4	10	-25	7	2	-2
Cc1cc(C)nc(SCc2ccc([N+](=O)[O-])cc2)n1	-9	1	6	7	-8	2	5	6
O=C1NC2(O)C(=O)c3ccccc3C2(O)N1 (stereo not given)	-6	-7	0	7	-2	-13	5	-7
N#Cc1ccsc1NC(=O)CSc1nnc(-c2ccccc2)o1	5	5	-10	-21	2	-4	-11	-17
Cc1cc(NC(=O)CCC(=O)N(CC(=O)NC2CCCC2)c2ccc(Cl)c(Cl)c2)no1	-5	-12	-1	-5	2	7	-1	-14
Cc1ccc(Cl)cc1NC(=O)CSc1nncn1-c1ccccn1	-4	3	-2	16	0	6	2	4
